Screening results: PubChem, several laboratories
HIF-2a block: blocks HIF-2a reporter activity; 786-0 RCC cells HIF-2a reporter, luciferase luminescence, overnight; inhibition, % at 18.8 µM; actives 0.72% (n = 360,000);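 active means inhibition of the luminescence signal of 40% or more relative to plate controls, in a single-dose primary screen at 18.75 µM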
CF NFkB inh: cystic fibrosis NF-kB activation inhibition | KKLEB NF-kB-GFP reporter, PAF-induced, GFP fluorescence overnight | actives 0.86% (n = 360,000) | inhibition, % at 5 µM;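 active means at least 50% inhibition at 5 µM, scaled per plate between neutral and stimulator controls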;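 further: PAF is a Pseudomonas aeruginosa culture filtrate used as stimulus; plate controls were PAF-stimulated DMSO wells for no effect and unstimulated DMSO wells for full effect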
NR2E3 ag-1: human photoreceptor-specific nuclear receptor agonism. Q9Y5X4. CHO-S Gal4-NCOR/VP16-NR2E3 two-hybrid, luciferase. inhibition of corepressor binding, % at 3.98 µM. actives 0.35% (n = 360,000). AID 602229;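 active means inhibition above the mean of all tested compounds plus 3 SD, cut at about 70% in these data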;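 further: 0% = DMSO with NR2E3 transfected cells and 100% = cells lacking NR2E3 construct; higher means lower luciferase signal from less NR2E3 corepressor binding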
Target sequence (Q9Y5X4 whole entry, looked up, the tested form may be a part): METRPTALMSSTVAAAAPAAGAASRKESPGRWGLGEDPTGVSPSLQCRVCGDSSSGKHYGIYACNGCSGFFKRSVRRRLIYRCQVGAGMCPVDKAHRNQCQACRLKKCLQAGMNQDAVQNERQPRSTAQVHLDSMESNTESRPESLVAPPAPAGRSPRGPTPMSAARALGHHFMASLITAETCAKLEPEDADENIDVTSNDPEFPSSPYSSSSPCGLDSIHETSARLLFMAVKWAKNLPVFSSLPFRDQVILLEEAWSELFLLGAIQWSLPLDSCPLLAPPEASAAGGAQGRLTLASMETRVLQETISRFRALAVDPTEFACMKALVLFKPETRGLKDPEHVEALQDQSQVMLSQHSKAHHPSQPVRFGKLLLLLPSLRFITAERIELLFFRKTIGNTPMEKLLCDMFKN
TRAIL sens C8: caspase-8 TRAIL sensitization. NB7+C8 cells + TRAIL, ATPlite viability luminescence. inhibition (viability loss, TRAIL sensitization), % at 10 µM. actives 1% (n = 360,000). AID 624354;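 active means compounds causing at least 50% loss of cell viability in the single-dose screen, relative to plate controls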
Shn3 3UTR inh: inhibitors of Schnurri-3 3'UTR reporter in osteoblasts | actives 0.52% (n = 360,000) | Clone20 osteoblast Shn3 3'UTR firefly luciferase, 24 h | inhibition, % at 12.5 µM;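 active means mean inhibition of at least 75% with every replicate also reaching 75%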;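 further: 0% = median of neutral control wells and 100% = pilot-screen positive control compound; some compounds past the cut are filed as inactive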
NR2E3 ag-2: NR2E3 (human) agonism; GST-NR2E3/biotin-RetCOR TR-FRET, 1536-well; inhibition of corepressor binding, % at 4.78 µM; AID 2300; actives 0.12% (n = 320,000);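 active means percent inhibition above the cutoff of mean plus 3 SD of all tested compounds, set per screening campaign, cut at about 20% in these data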;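 further: 0% = DMSO wells and 100% = biotin wells as full block of FRET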
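System: GST-tagged NR2E3 plus biotinylated RetCOR corepressor; Amount: 1.35 nM GST-tagged NR2E3 final; Dosing: single nominal compound dose of 4.8 µM; Schedule: 5 h incubation at 4 °C; Technique: TR-FRET with europium anti-GST and streptavidin-D2, 340 nm excitation; Controls: biotin wells as high control, 0.6% DMSO wells as low control.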
Peg3 prom inh: Peg3 promoter activity inhibition. HeLa PEG-Prom luciferase reporter, luminescence, overnight. inhibition, % at 20 µM. actives 1.7% (n = 360,000). AID 588405;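 active means inhibition of at least 50% at 20 µM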
iPSC survival up: hiPSC single-cell survival enhancement | ATPlite luminescence; 100% = ROCK inhibitor wells, 0% = DMSO | survival enhancement, % at 20 µM | actives 0.044% (n = 360,000); in the data active means survival enhancement above about 18%;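 further: cells exposed to compounds for 16 hours before the ATP read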
KKLEB tox: reduces viability of KKLEB cystic fibrosis airway cells | KKLEB CF airway cells viability, ATPlite luminescence, overnight; stronger effect = lower value; cells stimulated with P. aeruginosa culture filtrate | activity change (cytotoxicity), % at 5 µM | actives 0.36% (n = 360,000);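 active means corrected activity change at or below -50% at 5 µM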
LMP1 NFkB inh: reduces LMP1-driven NF-kappaB luciferase signal; LMP1-induced NF-kappaB luciferase reporter cells, luminescence; inhibition, % at 12.5 µM; actives 0.69% (n = 350,000); in the data active means inhibition above about 41%;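 further: 0% = neutral control wells and 100% = reference inhibitor control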
MITF TRPM1 inh: reduces MITF-dependent TRPM1 promoter luciferase signal. SK-MEL-5 TRPM1 promoter luciferase, 24 h. inhibition, % at 12.5 µM. actives 0.83% (n = 330,000);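 active means mean inhibition across replicates of 60% or more, whatever share of single replicates reaches that level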; further: values of inactives mirror those of a sister screen read the other way
The depositor's hits bear a star. Not all compounds are listed; the hit share may differ from the screen's.

How did COc1ccc(NC(=O)COc2cccc3c2CCN(Cc2cccnc2)C3=O)cc1 do in these assays?
HIF-2a block: 5; CF NFkB inh: 11; NR2E3 ag-1: -13; TRAIL sens C8: 7; Shn3 3UTR inh: 27; NR2E3 ag-2: 1; Peg3 prom inh: 16; iPSC survival up: 0.9; KKLEB tox: -10; LMP1 NFkB inh: 6; MITF TRPM1 inh: 5

How did CN(c1ccccc1)S(=O)(=O)c1ccc(C(=O)NCc2ccco2)cc1 do in these assays?
HIF-2a block: 12; CF NFkB inh: -18; NR2E3 ag-1: 4; TRAIL sens C8: -8; Shn3 3UTR inh: -3; Peg3 prom inh: 13; iPSC survival up: -0.2; KKLEB tox: 36; LMP1 NFkB inh: -3; MITF TRPM1 inh: 12

How did Cc1ccc2nc(NNC(=O)c3ccc(S(=O)(=O)N4CCc5ccccc5C4)cc3)sc2c1 do in these assays?
HIF-2a block: 18; CF NFkB inh: 16; NR2E3 ag-1: 7; TRAIL sens C8: 11; Shn3 3UTR inh: 94*; NR2E3 ag-2: 0; Peg3 prom inh: 44; iPSC survival up: -1.0; KKLEB tox: -14; LMP1 NFkB inh: 59*; MITF TRPM1 inh: 78*

What do the screens show for `CC(C)(C)C(=O)NC(=S)N1CCCC1`?
HIF-2a block: 5; CF NFkB inh: -9; NR2E3 ag-1: -41; TRAIL sens C8: 10; Shn3 3UTR inh: -10; NR2E3 ag-2: -2; Peg3 prom inh: 11; iPSC survival up: 2.4; KKLEB tox: -1; LMP1 NFkB inh: 7; MITF TRPM1 inh: -6

How did CCCCC(c1nc2ccccc2[nH]1)n1c(=O)c(-c2ccccc2)nc2cc(C)c(C)cc21 (stereo unspecified) do in these assays?
HIF-2a block: 0; CF NFkB inh: 28; NR2E3 ag-1: 10; TRAIL sens C8: 0; Shn3 3UTR inh: 10; Peg3 prom inh: 1; iPSC survival up: -1.5; KKLEB tox: -4

Results for Cc1ccc(-c2noc(CCC(=O)NC3CCCC3)n2)cc1 ?
HIF-2a block: -38; CF NFkB inh: 0; NR2E3 ag-1: -5; TRAIL sens C8: 18; Shn3 3UTR inh: 8; NR2E3 ag-2: 1; Peg3 prom inh: -17; iPSC survival up: 1.4; KKLEB tox: 3; LMP1 NFkB inh: -7; MITF TRPM1 inh: 2

What do the screens show for `COc1ccc(-c2nnc(SCC(=O)N3CCc4ccccc4C3)o2)cc1`?
HIF-2a block: 10; CF NFkB inh: -10; NR2E3 ag-1: -27; TRAIL sens C8: -4; Shn3 3UTR inh: -17; NR2E3 ag-2: 0; Peg3 prom inh: 9; iPSC survival up: 1.8; KKLEB tox: -2; LMP1 NFkB inh: -8; MITF TRPM1 inh: -9

How did Nc1ncccc1OCc1ccc(Br)cc1 do in these assays?
HIF-2a block: -300; CF NFkB inh: 4; NR2E3 ag-1: -56; TRAIL sens C8: 2; Shn3 3UTR inh: -7; NR2E3 ag-2: -2; Peg3 prom inh: -318; iPSC survival up: -0.5; KKLEB tox: 2; LMP1 NFkB inh: -21; MITF TRPM1 inh: -102

What do the screens show for `CCCCC(=O)NC(c1ccc(N(C)C)cc1)c1ccc2cccnc2c1O` (stereo unspecified)?
HIF-2a block: 5; CF NFkB inh: 3; NR2E3 ag-1: 4; TRAIL sens C8: 32; Shn3 3UTR inh: 93*; NR2E3 ag-2: 7; Peg3 prom inh: 44; iPSC survival up: -0.2; KKLEB tox: 0; LMP1 NFkB inh: 34; MITF TRPM1 inh: 61*

What do the screens show for `O=C(COc1ccc(S(=O)(=O)NC2CCCCC2)cc1)NCc1ccccn1`?
HIF-2a block: -9; CF NFkB inh: 0; NR2E3 ag-1: 7; TRAIL sens C8: -2; Shn3 3UTR inh: 4; NR2E3 ag-2: 2; Peg3 prom inh: 9; iPSC survival up: -0.7; KKLEB tox: 7; LMP1 NFkB inh: 6; MITF TRPM1 inh: -4

How did CN1C(=O)NC(c2ccccc2)C2=C1CN(c1ccc3ccccc3c1)C2=O (stereo unspecified) do in these assays?
HIF-2a block: -26; CF NFkB inh: -11; NR2E3 ag-1: -9; TRAIL sens C8: 6; Shn3 3UTR inh: -3; NR2E3 ag-2: 1; Peg3 prom inh: -6; iPSC survival up: 1.1; KKLEB tox: 12; LMP1 NFkB inh: -10; MITF TRPM1 inh: 3

What do the screens show for `CCn1cc(C2=NOC(C(=O)Nc3ccc4c(c3)OCO4)C2)c(C)n1` (stereo unspecified)?
HIF-2a block: -24; CF NFkB inh: -3; NR2E3 ag-1: -15; TRAIL sens C8: 1; Shn3 3UTR inh: 10; NR2E3 ag-2: 0; Peg3 prom inh: 4; iPSC survival up: -0.2; KKLEB tox: 12; LMP1 NFkB inh: -1; MITF TRPM1 inh: 1

Results for OCCN1CCN(c2ncnc3c2ncn3[C@H]2CN(Cc3cccc(C(F)(F)F)c3)C[C@@H](CO)O2)CC1 ?
HIF-2a block: -4; CF NFkB inh: 22; NR2E3 ag-1: -12; TRAIL sens C8: -13; Shn3 3UTR inh: 6; Peg3 prom inh: 10; iPSC survival up: -0.2; KKLEB tox: 5

Results for COC(=O)c1cc(C(=O)Nc2ccc(S(=O)(=O)NC(C)(C)C)cc2)cc([N+](=O)[O-])c1 ?
HIF-2a block: 20; CF NFkB inh: -28; NR2E3 ag-1: 1; TRAIL sens C8: 3; Shn3 3UTR inh: 13; NR2E3 ag-2: 1; Peg3 prom inh: 3; iPSC survival up: -0.1; KKLEB tox: 10; LMP1 NFkB inh: 0; MITF TRPM1 inh: 9

What do the screens show for `CC(C)(C)c1ccc(-c2noc(CNC(=O)c3ccco3)n2)cc1`?
HIF-2a block: -104; CF NFkB inh: -3; NR2E3 ag-1: -10; TRAIL sens C8: 6; Shn3 3UTR inh: 10; NR2E3 ag-2: 0; Peg3 prom inh: -67; iPSC survival up: 1.6; KKLEB tox: -4; LMP1 NFkB inh: 6; MITF TRPM1 inh: -7

How did C=C(C)Cn1c2ccc(NC(=O)CCOCC)cc2c(=O)n1C do in these assays?
HIF-2a block: -5; CF NFkB inh: 4; NR2E3 ag-1: -8; TRAIL sens C8: 6; Shn3 3UTR inh: -19; Peg3 prom inh: 9; iPSC survival up: 1.7; KKLEB tox: 8

What do the screens show for `C=CCn1c(COc2ccc(Cl)cc2)nnc1SCC(=O)N/N=C/c1cccc(O)c1`?
HIF-2a block: 5; CF NFkB inh: -5; NR2E3 ag-1: -21; TRAIL sens C8: 19; Shn3 3UTR inh: -14; NR2E3 ag-2: 3; Peg3 prom inh: 2; iPSC survival up: -1.5; KKLEB tox: 5; LMP1 NFkB inh: -5; MITF TRPM1 inh: -3

Results for Cn1c(N)c(C(=O)COC(=O)Cc2ccsc2)c(=O)n(C)c1=O ?
HIF-2a block: 8; CF NFkB inh: -3; NR2E3 ag-1: 14; TRAIL sens C8: 5; Shn3 3UTR inh: -6; NR2E3 ag-2: 3; Peg3 prom inh: 13; iPSC survival up: -0.4; KKLEB tox: -1; LMP1 NFkB inh: -5; MITF TRPM1 inh: 4

Results for CC(=O)N1CCOc2ccc(S(=O)(=O)N3CCC(C(=O)NCc4ccc(F)cc4)CC3)cc21 ?
HIF-2a block: 13; CF NFkB inh: -16; NR2E3 ag-1: -6; TRAIL sens C8: 3; Shn3 3UTR inh: 10; NR2E3 ag-2: -3; Peg3 prom inh: 12; iPSC survival up: 0.1; KKLEB tox: -3; LMP1 NFkB inh: 1; MITF TRPM1 inh: 6

Results for NS(=O)(=O)c1cc(C(=O)OCC(=O)Nc2ccc3[nH]c(=O)[nH]c3c2)ccc1Cl ?
HIF-2a block: 1; CF NFkB inh: -14; NR2E3 ag-1: -28; TRAIL sens C8: -18; Shn3 3UTR inh: -3; NR2E3 ag-2: 2; Peg3 prom inh: 4; iPSC survival up: 1.0; KKLEB tox: 16; LMP1 NFkB inh: -7; MITF TRPM1 inh: -13

Results for CCOc1ccccc1C1C(C(=O)Nc2ccccc2OC)=C(C)Nc2nnnn21 (stereo unspecified) ?
HIF-2a block: 19; CF NFkB inh: 6; NR2E3 ag-1: -27; TRAIL sens C8: 5; Shn3 3UTR inh: 4; NR2E3 ag-2: 2; Peg3 prom inh: 8; iPSC survival up: 7.4; KKLEB tox: 2; LMP1 NFkB inh: -2; MITF TRPM1 inh: 1

What do the screens show for `COCCN(Cc1ccccc1)C(=O)c1ccc2c(=O)n3c(nc2c1)CCC3`?
HIF-2a block: 5; CF NFkB inh: -12; NR2E3 ag-1: -28; TRAIL sens C8: -14; Shn3 3UTR inh: 2; NR2E3 ag-2: 3; Peg3 prom inh: -10; iPSC survival up: 0.1; KKLEB tox: 14; LMP1 NFkB inh: -6; MITF TRPM1 inh: 6

Results for C[C@@H]1CN([C@@H](C)CO)C(=O)CCCn2nncc2CO[C@@H]1CN(C)S(=O)(=O)c1ccc(-c2ccccc2)cc1 ?
HIF-2a block: -6; CF NFkB inh: -16; NR2E3 ag-1: -15; TRAIL sens C8: -4; Shn3 3UTR inh: -19; Peg3 prom inh: 3; iPSC survival up: -0.6; KKLEB tox: 9; LMP1 NFkB inh: -1

Results for CCCCCC(=O)Nc1ccc(C(=O)COC(=O)Cn2cnc3c2c(=O)n(C)c(=O)n3C)cc1 ?
HIF-2a block: -44; CF NFkB inh: 18; NR2E3 ag-1: -9; TRAIL sens C8: 1; Shn3 3UTR inh: -23; NR2E3 ag-2: -1; Peg3 prom inh: -34; iPSC survival up: -0.4; KKLEB tox: -8; LMP1 NFkB inh: 1; MITF TRPM1 inh: -4

How did CC1=CC2=NC(=O)/C(=C\c3cccn3CCOc3ccccc3)C(=N)N2O1 do in these assays?
HIF-2a block: 9; CF NFkB inh: -6; NR2E3 ag-1: 0; TRAIL sens C8: -12; Shn3 3UTR inh: 10; NR2E3 ag-2: 4; Peg3 prom inh: 18; iPSC survival up: -2.2; KKLEB tox: 7; LMP1 NFkB inh: 1; MITF TRPM1 inh: 6

What do the screens show for `c1ccc2c(c1)CNC1(CCCCC1)C2`?
HIF-2a block: 10; CF NFkB inh: 4; NR2E3 ag-1: -18; TRAIL sens C8: 0; Shn3 3UTR inh: -5; NR2E3 ag-2: 0; Peg3 prom inh: -11; iPSC survival up: -0.8; KKLEB tox: -28; LMP1 NFkB inh: 1; MITF TRPM1 inh: -7

How did Cc1ccc(OCC(=O)Nc2nnc(S(=O)(=O)N3CCC(C)CC3)s2)cc1 do in these assays?
HIF-2a block: 3; CF NFkB inh: -38; NR2E3 ag-1: -13; TRAIL sens C8: -14; Shn3 3UTR inh: -3; NR2E3 ag-2: -2; Peg3 prom inh: -46; iPSC survival up: 0.2; KKLEB tox: 23; LMP1 NFkB inh: 2; MITF TRPM1 inh: 0
